# Exocytosis inh = blocks lytic granule exocytosis. 360,000 compounds, 0.66% hits. TALL-104 LAMP-1 surface exposure, flow cytometry; cells stimulated with thapsigargin and PMA. inhibition, % at 10 µM;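 active = inhibition above about 55%, limit read from the data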
# PDI turbidity = PDI (human) enzyme inhibition; PDI insulin aggregation turbidity, A650, 90 min; inhibition, % at 10 µM; P07237; 350,000 compounds, 0.052% hits; AID 588391;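 active = mean inhibition across replicates of 30% or more, whatever share of single replicates reach that level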;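 also: absorbance from insulin aggregation driven by PDI reduction with DTT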
# CaV13 FRET inh = Primary screen for inhibitors of IQ motif and Ca2+-dependent inactivation inhibitor domain binding in CACNA1D, Förster resonance energy transfer in living cells, …; HEK cells, CFP/YFP FRET ICDI-IQ, plate reader, 10 min; percent FRET-ratio fall versus neutral wells; inhibition, % at 12.3 µM; 340,000 compounds, 0.098% hits;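 active = mean replicate inhibition of at least 30% and at least 1% of replicates passing that level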;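 also: 0% = median of the neutral control wells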
# Glyco luc inh = N-linked glycosylation inhibition | D54 ERlucT glycosylation luciferase reporter, 24 h; percent of 100 nM tunicamycin response | reporter increase, % at 12.5 µM | 360,000 compounds, 0.23% hits | AID 588692;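 active = mean luciferase reporter signal, scaled so untreated is 0 and the glycosylation-blocking control 100, at or above a set limit in every replicate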;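 also: luciferase carries N-glycosylation sites so blocking glycosylation raises the light; 0% = median of neutral control wells and 100% = median of 100 nM tunicamycin wells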
# MC4R ag barr = human MC4R agonism via beta-arrestin; activation, % at 8.9 µM; 360,000 compounds, 0.98% hits; P32245; U2OS MC4R beta-arrestin complementation, luminescence; percent of melanotan II response, DMSO zero;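 active = activation above a per-plate cutoff, the mean activation of sample wells on that plate plus 3 SD, cut at about 8% in these data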
# ABCB6 inh 2 = blocks the human ABCB6 transporter. Q9NP58. K562-ABCB6 porphyrin accumulation, flow cytometry, 1 h; active compounds read low. fluorescence ratio to DMSO, % at 10 µM. 360,000 compounds, 0.19% hits;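 active = fluorescence ratio to DMSO below 75%, the collection mean minus 3 SD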;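 also: signal is porphyrin accumulated inside mitochondria; 100% equals median channel fluorescence of DMSO control wells; lower ratio means ABCB6 inhibition with less porphyrin fluorescence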
# Cardio protect = modulators protecting cardiomyocytes from myocardial damage. H9c2 cardiomyocytes, H2O2 injury protection, ATPLite, 2 h. protection from H2O2 cell death, % at 20 µM. 360,000 compounds, 0.63% hits. AID 588492;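 active = compounds giving at least 50% protection of heart cells from peroxide-induced death in the single-dose screen, raw or plate-pattern-corrected value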;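 also: 0% = DMSO wells with peroxide and 100% = DMSO wells without peroxide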
# ABHD5 PLIN5 PPI = ABHD5-PLIN5 protein interaction inhibition; Q00G26+Q8WTS1; Split G. princeps luciferase complementation, luminescence, 4 h; inhibition, % at 4 µM; 360,000 compounds, 0.78% hits;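 active = inhibition above the mean inhibition across every tested compound plus 3 SD, cut at about 22% in these data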;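 also: 0% = DMSO only wells and the 100% control is not disclosed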
# HTR2A ag = agonists of mouse serotonin 5-HT2A receptor (HTR2A); AID 624169; P35363; activation, % at 7.6 µM; 360,000 compounds, 0.66% hits; CHO-K1 mHTR2A beta-arrestin complementation, luminescence; percent of 30 µM serotonin response;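 active = activation above a run cutoff, the mean activation of all tested compounds plus 3 SD, cut at about 14% in these data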;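 also: 0% = plate median of compound wells and 100% = 30 µM serotonin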
# MC4R antag cAMP = blocks human MC4R cAMP signaling; MC4R-expressing cells, MTII-stimulated cAMP, LANCE TR-FRET; inhibition, % at 6.5 µM; 360,000 compounds, 0.48% hits;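 active = inhibition above its plate's cutoff, the mean of tested wells on that plate plus 3 SD, cut at about 29% in these data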;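 also: 0% = Melanotan II alone and 100% = Melanotan II plus saturating MCL0020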
#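 Material: U2OS-MC4R stable cell line | Reagent: Melanotan II challenge after compound preincubation | Doses: One concentration, 6.5 µM nominal | Incubation: 30-min compound preincubation, 1-h Melanotan II challenge, 1-h detection, room temperature | Signal: TR-FRET cAMP assay | Replicates: One well per compound, no replicates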
# An asterisk follows results filed as active; x = no result given.
SMILES,Exocytosis inh,PDI turbidity,CaV13 FRET inh,Glyco luc inh,MC4R ag barr,ABCB6 inh 2,Cardio protect,ABHD5 PLIN5 PPI,HTR2A ag,MC4R antag cAMP
OC(CCNCCc1c[nH]c2ccccc12)C(F)(F)F (configuration not stated),0,-1,-2,-1,-1.4,100,-3,7,9,17
COC(=O)C1=C(C(=O)OC)C2c3ccccc3C1c1ccccc12,0,8,-5,-4,1.4,99,-1,-6,-6,5
COc1cc(CN=Cc2c(O)n(C(C)(C)C)c(=O)[nH]c2=O)cc(OC)c1,-14,-7,-7,1,-0.6,99,10,4,-4,10
CCC(=O)c1ccc(OCC(=O)N2CCN(CC(=O)Nc3ccccc3C(F)(F)F)CC2)cc1,-1,0,-10,-1,-2.1,95,-6,1,5,3
Cc1cccn2c(NCC3CCCO3)c(C(C)C)nc12 (configuration not stated),-2,-1,-4,2,-1.2,90,-2,-7,0,12
CC(O)(CS(=O)(=O)c1ccccc1)C(=O)Nc1cccc(C(F)(F)F)c1 (configuration not stated),-3,1,-7,0,-2.2,97,-4,-4,-7,1
CCOC(=O)C1CCCCC12C(C#N)=C(N)Oc1n[nH]c(C)c12 (configuration not stated),3,-7,-4,0,-2.0,88,2,-6,-2,-1
S=C1NC2(CCCCC2)NC12CCCCC2,-2,7,-13,0,-1.0,94,4,0,2,23
c1cncc(C2CCCCN2Cc2ccc3c(c2)OCO3)c1 (configuration not stated),-2,5,-5,-1,-2.0,100,3,-4,0,4
CCOC(=O)c1cccc([P+](=O)O)c1,3,-2,-3,5,1.9,97,7,5,-3,9
CCOC(=O)[C@@]1(C#N)[C@@H]2C=CC(C(N)=O)=CN2[C@@H](C(N)=O)[C@@H]1c1cccc(Cl)c1,1,5,-5,-9,0.3,104,9,0,6,15
COc1ccccc1N1CCN(Cc2ccc(F)cc2)CC1,-7,18,-5,0,0.1,98,1,-1,1,18
COC(=O)C1=C(c2ccc(F)cc2OCc2ccccc2)C[C@@H]2CC[C@H]1N2C(=O)NCc1cccc(F)c1,-6,4,-7,-8,0.1,94,1,-8,-7,9
CC(C)(C)P(=O)(c1ccncc1)N1CCCC1 (configuration not stated),-3,0,-7,1,0.5,96,1,-1,0,9
CC(C)n1c(=O)c(C=Nc2ccc(Br)cc2)c(O)n(Cc2ccco2)c1=O,-7,-2,-3,1,-0.3,95,-2,1,-2,13
COC(=O)C1=C(c2ccc(F)cc2F)C[C@@H]2CC[C@H]1N2C(=O)NCc1ccc(F)cc1,-2,-5,-10,-4,0.1,85,1,3,3,6
CCOP(=O)(CN(CC)CCNP(=O)(OCC)OCC)OCC,0,-3,-2,1,-2.3,88,1,12,4,10
O=C(CN1CCCC1=O)N1CCOCC1,20,-5,-5,1,-0.8,98,0,0,1,-3
CSCCC(c1nnnn1C1CCCC1)N1CCC(n2c(=O)[nH]c3ccccc32)CC1 (configuration not stated),-3,x,-5,1,x,97,28,3,4,x
O=S(=O)(c1ccc(Cl)cc1)N1CCCC1c1cccnc1 (configuration not stated),-2,-2,-22,-4,0.1,100,-2,0,-3,7
CCC(c1nnnn1-c1ccc2c(c1)OCCO2)N1CCC(n2c(=O)[nH]c3ccccc32)CC1 (configuration not stated),12,x,-5,0,x,89,40,17,2,x
CCOC(=O)C1(c2ccccc2)CCN(CC(O)c2ccc(NC(C)=O)cc2)CC1 (configuration not stated),3,5,-9,1,0.8,98,-4,0,-4,-2
COc1ccc2c(C)c(CC(=O)N3C[C@H]4C[C@@H](C3)c3cccc(=O)n3C4)c(=O)oc2c1,-2,x,x,5,0.1,101,2,-2,3,7
COc1cc2c(c(OC)c1OC)-c1ccc(OC)c(=O)cc1C(N)CC2 (configuration not stated),-2,-9,-7,5,-0.6,102,7,-1,1,-17
O=C(Nc1ccc(OC(=O)N2CCCCC2)cc1)N1CCOCC1,2,-7,-1,-1,3.8,101,-8,-3,-2,-2
S=C1CN=C(c2ccccc2Cl)c2cc(Cl)ccc2N1,5,5,x,2,-1.9,82,8,-2,-2,6
CC(C)NS(=O)(=O)c1ccc(OCC(=O)N2CCN(Cc3ccccc3)CC2)cc1,-3,2,-5,-4,0.2,100,-8,11,6,13
CN(C)c1nc(OCCNC(=O)COc2ccc(Cl)cc2Cl)nc(N2CCCCC2)n1,0,-13,-5,-2,1.8,98,-2,2,0,5
COc1cc(C=C2C(=O)NC(=O)NC2=O)ccc1OCc1ccc([N+](=O)[O-])cc1,-3,-1,10,-7,-2.0,93,-4,9,-3,18
CCCC(C)n1[nH]c(=O)c2c1NC(=O)CSC2c1ccccc1 (configuration not stated),-5,-6,8,2,-1.6,103,2,-2,1,3
CC(=O)NC(=O)NC(C)Cc1ccccc1 (configuration not stated),3,15,-5,3,2.5,90,2,1,-2,1
CCC(=Nc1ccc2c(c1)CCC2)c1c(O)n(C)c(=O)n(C)c1=O,-4,-11,-6,2,-0.4,99,-18,2,-2,6
c1ccc2c(CN3CCCCCCC3)c[nH]c2c1,9,0,-6,-5,-3.0,100,-4,0,0,0
Cc1cccc(-n2c(O)c(C=NCCN3CCNCC3)c(=O)[nH]c2=S)c1,6,0,-4,4,-3.1,99,1,4,-2,-6
CC12CN3CC(C)(CN(C1)C3c1ccco1)C2=O (configuration not stated),0,4,x,0,1.6,96,1,-2,5,9
CCC(=NCc1cccnc1)c1c(O)n(Cc2ccccc2)c(=O)[nH]c1=O,2,-4,-5,-2,-0.7,89,8,-1,-7,3
CC1([N+](=O)[O-])COP(=O)(Nc2ccc(F)cc2)OC1 (configuration not stated),0,-2,-5,3,-1.3,97,-3,4,-1,4
CC[C@@]1(O)C(=O)OCc2c1cc1n(c2=O)Cc2cc3c(NC(=O)CN)cccc3nc2-1,5,1,-19,-9,-1.4,101,0,-3,-1,5
S=C=Nc1cccc(C2(N3CCCCC3)CCCCC2)c1,0,-10,-5,-3,-1.5,99,-14,-3,24*,1
Cc1ccc(OCC(=O)Nc2ccc(Cl)cc2C(=O)c2ccccc2)cc1,-4,-9,-6,-3,-0.9,97,-7,-4,-2,3
COc1ccc(-c2ccc3c(c2)CN(C(=O)C(C)(C)C)Cc2cnnn2-3)cc1,10,x,-6,-1,x,97,2,11,1,x
CCOP(=O)(OCC)C(NC(=O)c1ccc(C)cc1)C(Cl)(Cl)Cl (configuration not stated),2,-4,-4,1,-3.4,107,6,-4,-6,13
COC(=O)[C@]1(C)C[C@H]1[C@H](NP(=O)(c1ccccc1)c1ccccc1)c1ccccc1,1,2,-3,1,-1.6,95,8,-3,-2,-2
COc1ccc(CCNCc2ccccc2F)cc1,10,14,-4,0,-1.1,99,3,6,1,14
COCCCn1c(-c2ccc(OC)cc2)cc(C(=O)NC2CCCCCCC2)c1C,27,6,-5,-3,-4.0,100,6,-5,-8,7
O=c1[nH]c(O)c(/C=C2\C=NN=C2c2ccccc2)c(=O)[nH]1,-4,0,-8,-1,-2.5,99,-2,30*,1,0
NP(=O)(Nc1ccccc1)Nc1ccccc1,-14,10,-6,2,-1.4,96,2,1,0,7
O=C(COc1ccc(S(=O)(=O)N2CCOCC2)cc1)N1CCN(Cc2ccc3c(c2)OCO3)CC1,-3,0,-6,-3,-1.4,95,-6,5,2,5
CC1C(=O)OC2CCN3CC4OC4(COC(=O)C(C)(O)C1(C)O)C23 (configuration not stated),-4,7,-5,0,-0.9,94,-1,2,-4,5
COc1ccc(/C=C/C=C2C(=O)NC(=S)NC2=O)cc1,27,-3,-10,9,-0.4,98,3,-8,-1,0
OCCCCO,-2,x,x,3,0.0,98,6,3,2,9
Cc1ccc2nsnc2c1-n1c(C)nc2ccccc2c1=O,0,6,-9,0,0.2,104,-1,19,0,-9
CCn1ccnc1CN1CCCC(C(=O)c2cc(C)c(OC)c(C)c2)C1 (configuration not stated),5,3,-7,-1,-0.1,98,-5,-2,-3,14
COc1ccc(/C=C2/C(=O)NC(=O)N(c3ccc(C)c(C)c3)C2=O)cc1CN1C(=O)c2ccccc2C1=O,1,2,-3,4,-2.7,97,35,20,0,5
N#Cc1cn(C2OC(CO)C(O)C2O)c2ncnc(N)c12 (configuration not stated),-5,-3,-5,-12,0.8,98,5,-1,-5,7
CN1CCCN(C(=O)COc2ccc(F)cc2Cl)CC1,2,1,-6,2,-3.9,102,-4,0,-4,0
COC(=O)C1=C(c2ccc(OCc3ccccc3)cc2)C[C@@H]2CC[C@H]1N2C(=O)NC1CCN(Cc2ccccc2)CC1,-6,0,x,-6,-0.1,95,-9,12,-12,8
COc1ccc2c(c1O)-c1c(OC)c(OC)cc3c1[C@H](C2)N(C)CC3,-2,-3,-5,3,-0.5,99,16,0,-3,7
O=[N+]([O-])c1ccc(N2CCCC(C(F)(F)F)C2)c2ccncc12 (configuration not stated),28,-8,-3,-4,1.3,92,-24,8,-3,16
Cc1cccn2c(=O)c3c(nc12)N1CCCCC1C1(C3)C(=O)N(C)C(=O)N(C)C1=O (configuration not stated),-2,-3,-19,2,-1.4,106,9,2,0,1
# Further entries.
SMILES,Exocytosis inh,PDI turbidity,CaV13 FRET inh,Glyco luc inh,MC4R ag barr,ABCB6 inh 2,Cardio protect,ABHD5 PLIN5 PPI,HTR2A ag,MC4R antag cAMP
CSc1ccc(C(c2c(O)c3ccccc3oc2=O)c2c(C)n(C)n(-c3ccccc3)c2=O)cc1 (configuration not stated),6,-11,-14,0,-2.5,98,-4,-3,-3,5
Fc1cccc(C2NCc3ccccc3-n3cccc32)c1 (configuration not stated),-2,-9,-2,0,1.1,99,-7,-4,1,-1
Cc1ccc(-c2nn(Cc3ccccc3)cc2C(=O)O)cc1,-1,5,5,0,0.6,102,3,0,1,-1
CCCC(=O)C1C(=O)NC(=O)NC1=O,1,-12,x,2,-1.1,101,5,-2,9,10
CCOc1cc(CNCCc2c[nH]c3ccccc23)cc(Cl)c1OC,7,14,-4,-3,3.3,102,-12,11,3,-3
Cc1ccc(-c2nc3ccc(Cl)cc3n2OC(=O)N(C)C)cc1,-5,-13,x,0,1.1,92,9,1,-6,3
O=C1NC(=O)N(Cc2ccccc2)C(=O)/C1=C\c1ccco1,2,-3,-5,13,0.0,102,-8,4,2,14
Fc1ccc(C2NCCc3[nH]cnc32)cc1 (configuration not stated),-3,4,-8,0,-2.2,91,0,3,1,2
Clc1cccc(Cl)c1NC1=NCCS1,1,0,-7,0,-0.8,100,0,-4,8,4

# Retrieved one by one from the entries so far (4):
SMILES,Exocytosis inh,PDI turbidity,CaV13 FRET inh,Glyco luc inh,MC4R ag barr,ABCB6 inh 2,Cardio protect,ABHD5 PLIN5 PPI,HTR2A ag,MC4R antag cAMP
Cc1ccc(OCC(=O)Nc2ccc(Cl)cc2C(=O)c2ccccc2)cc1,-4,-9,-6,-3,-0.9,97,-7,-4,-2,3
CCC(c1nnnn1-c1ccc2c(c1)OCCO2)N1CCC(n2c(=O)[nH]c3ccccc32)CC1 (configuration not stated),12,x,-5,0,x,89,40,17,2,x
CC(O)(CS(=O)(=O)c1ccccc1)C(=O)Nc1cccc(C(F)(F)F)c1 (configuration not stated),-3,1,-7,0,-2.2,97,-4,-4,-7,1
OCCCCO,-2,x,x,3,0.0,98,6,3,2,9

# An excerpt. The share of hits here may be higher or lower than overall.
